Nrf2 activator – activates Nrf2 signaling; AREc32 ARE-luciferase reporter (MCF7-derived line), luminescence, 24 h; Potency, µM (top dose mostly 46.1 µM), without a hit: at the top dose activation, actives largely listed as activators; 410,000 tested, 0.31% active; further: potency means the concentration at half of the fitted maximal effect; % of control where 0% means no effect; nearly all actives have a fitted effect of over 65% in size
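Reporter line AREc32 (ARE-Fluc), seeded overnight in OPTI-MEM with 5% FBS; compound pin-transferred, 24 hr at 37 deg C, 5% CO2; luminescent read-out.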
EPAC2 antag – blocks human EPAC2 exchange factor | AID 720708 | 360,000 tested, 0.18% active | Potency, µM (doses to about 114 µM), for the others: at the top dose activity, negative = inhibition, most hits filed as inhibitors | EPAC2 GEF exchange of Rap1B-BODIPY-GDP, fluorescence; further: potency means the concentration at half of the fitted maximal effect; on the % scale 0 is the no-effect control and ±100 the full control effect; nearly all actives have a fitted effect of over 45% in size; many of its hits are not listed in these tables
Target sequence (Q8WZA2 whole entry, looked up): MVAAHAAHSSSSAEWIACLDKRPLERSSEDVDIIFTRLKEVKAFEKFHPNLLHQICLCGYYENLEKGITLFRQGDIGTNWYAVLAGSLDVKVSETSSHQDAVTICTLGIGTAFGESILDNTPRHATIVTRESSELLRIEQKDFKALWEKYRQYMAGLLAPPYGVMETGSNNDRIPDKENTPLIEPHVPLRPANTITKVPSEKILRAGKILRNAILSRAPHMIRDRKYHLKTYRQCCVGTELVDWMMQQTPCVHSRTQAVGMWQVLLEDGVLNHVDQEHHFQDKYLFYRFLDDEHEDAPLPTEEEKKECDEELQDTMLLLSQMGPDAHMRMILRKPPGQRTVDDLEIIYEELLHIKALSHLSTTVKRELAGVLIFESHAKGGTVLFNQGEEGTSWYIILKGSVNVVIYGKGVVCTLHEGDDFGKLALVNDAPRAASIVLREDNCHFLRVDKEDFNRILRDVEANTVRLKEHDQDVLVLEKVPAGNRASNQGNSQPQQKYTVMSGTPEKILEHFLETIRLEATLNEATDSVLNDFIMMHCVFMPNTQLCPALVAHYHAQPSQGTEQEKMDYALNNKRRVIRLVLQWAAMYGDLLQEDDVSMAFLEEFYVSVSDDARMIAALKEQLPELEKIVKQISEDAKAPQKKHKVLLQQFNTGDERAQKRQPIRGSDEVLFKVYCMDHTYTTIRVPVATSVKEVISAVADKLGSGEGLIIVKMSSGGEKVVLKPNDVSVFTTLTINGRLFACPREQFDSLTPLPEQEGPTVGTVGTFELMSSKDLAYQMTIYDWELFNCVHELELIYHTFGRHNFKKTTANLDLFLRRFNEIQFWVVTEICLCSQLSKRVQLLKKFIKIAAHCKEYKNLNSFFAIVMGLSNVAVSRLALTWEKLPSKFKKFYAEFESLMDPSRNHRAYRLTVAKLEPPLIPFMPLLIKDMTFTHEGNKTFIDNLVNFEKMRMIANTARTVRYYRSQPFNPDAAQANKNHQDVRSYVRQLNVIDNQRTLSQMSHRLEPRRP
TGFb SMAD3 inh – blocks TGF-b signaling; HepG2 CAGA-GFP TGF-b/SMAD3 reporter, GFP fluorescence, 18 h; TGF-beta stimulated, 500 pg/mL final; Potency, µM (doses to about 46.1 µM), inactives show at the highest dose activity, negative = inhibition, usual class: inhibitors; 410,000 tested, 1.2% active; AID 588855; further: potency means the concentration at half of the fitted maximal effect; on the % scale 0 is the no-effect control and ±100 the full control effect; nearly all actives have a fitted effect of over 65% in size
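Inhibition of TGF-beta-driven CAGA-GFP reporter expression in HEPG2 cells is measured by cellular GFP fluorescence after 18 h stimulation with 500 pg/mL recombinant TGF-beta in 1% FBS medium at 37 degrees C.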
A549 tox – counter-screen for Nrf2 inhibitors: cytotoxicity in A549 cells; A549 ARE-Fluc cells, CellTiter-Fluor viability, 18-24 h; 390,000 tested, 0.16% active; Potency, µM (doses to about 46 µM), for the others: top-dose activity change, negative = cytotoxicity, most hits filed as inhibitors; AID 504648; further: potency means the concentration at half of the fitted maximal effect; on the % scale 0 is the no-effect control and ±100 the full control effect
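A549 ARE-Fluc cells in 5% FBS OPTI-MEM, 5000 cells/well, rested 2 h then exposed to compounds in concentration-response for 18-24 h at 37 °C. Viability by CellTiter-Fluor fluorescence (Ex 405/Em 525) after 30 min; luciferase luminescence (BugLite, 15 min, RT) read afterwards.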
CCT modulator – modulators of cytosolic chaperonin (CCT/TRiC) activity; 360,000 tested, 0.3% active; purified chaperonin ATPase assay, HTRF ADP detection, 30 min; activity change, % (concentration not given with the values), hits read low; in the data active means activity change below about -30%; further: on the % scale 0 is the no-effect control and ±100 the full control effect
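TRiC (40 or 20 nM final, by batch activity) in 30 mM Tris pH 7.4, 100 mM KCl, 5 mM MgCl2, 1 mM DTT was treated with compound at 76 uM single dose, then 10 uM ATP, 30 min at 37 °C. ADP was read by HTRF Transcreener.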
Nrf2 block – Nrf2 pathway inhibition; 360,000 tested, 2.1% active; Potency, µM (highest dose often 46 µM), inactives show at the highest dose activity change, negative = inhibition, hits mostly inhibitors; A549 ARE-Fluc reporter, luciferase luminescence, 18-24 h; further: potency means the concentration at half of the fitted maximal effect; on the % scale 0 is the no-effect control and ±100 the full control effect; nearly all actives have a fitted effect of over 60% in size
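Concentration-response testing used A549 ARE_Fluc cells at 5000 cells/well. Following an 18-24 h compound incubation, viability was read by fluorescence (Ex 405/Em 525) and luciferase output by luminescence.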
EPAC2 ag – EPAC2 (human) agonism | Q8WZA2 | EPAC2 activation, biochemical qHTS; response scale: 100% = 6.5 mM cAMP response | Potency, µM (doses to about 154 µM), for inactives: top-dose activation, hits mostly activators | 360,000 tested, 0.079% active; further: potency means the concentration at half of the fitted maximal effect; nearly all actives have a fitted effect of over 50% in size
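qHTS, titration series. 100 nM EPAC2 / 250 nM Rap1B-BODIPY-GDP / 50 uM GDP; RT; ex 480/em 540 nm, 5-min reads to 30 min. Norm. to 6.5 mM cAMP = activation.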
Mm-Cpn inhibitor – inhibitors of Methanococcus maripaludis chaperonin (MmCpn). purified Mm-Cpn ATPase, ADP Transcreener TR-FRET. Potency, µM (highest dose often 76.9 µM), inactives show top-dose activity, negative = inhibition, most hits filed as inhibitors. 330,000 tested, 0.031% active; further: potency means the concentration at half of the fitted maximal effect; on the % scale 0 is the no-effect control and ±100 the full control effect; nearly all actives have a fitted effect of over 80% in size
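ATPase read-out: TR-FRET ADP immunoassay (anti-ADP Eu cryptate vs ADP-d2), ex 320 nm, em 590/665 nm; signal drops as ADP forms. Enzyme 25 nM, ATP 10 uM, 30 min at 37°C after 10 min compound preincubation.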
pAkt inh – Akt phosphorylation inhibition; AID 651550; 360,000 tested, 0.32% active; Neuro2A IGF-stimulated pAkt S473 HTRF, 20 min; hits give low values; activity change, % for hits at 50 µM; in the data active means activity change below about -80%; inconclusive means mostly about -51% to -80%; further: on the % scale 0 is the no-effect control and ±100 the full control effect
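Neuro2A cells in DMEM with 0.5% FBS, overnight at 37 deg C, given compound at single 50 µM final, then IGF (6 nM final) for 20 min at 37 deg C. Lysed; phospho-Akt Ser473 by HTRF after 24 h, 665/615 ratio.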
The depositor's hits bear a star; i = inactive; ? = inconclusive; . = no result given; ! = not confirmed by another sample; [ ] = another dose, or the depositor's remark. Unless noted, the call rests on the fitted dose curve; in most records, active means well fitted curve in the direction sought with a large enough effect; inconclusive means small, poorly fitted or top-dose-only effect, or another doubt; inactive means no such curve, though single readings can be large; an effect the other way counts as inactive or inconclusive. The list is partial; count on the stated rates, not on these rows.

structure | Nrf2 activator | EPAC2 antag | TGFb SMAD3 inh | A549 tox | CCT modulator | Nrf2 block | EPAC2 ag | Mm-Cpn inhibitor | pAkt inh
COc1ccc(/C(N)=N/OC(=O)C2CCCCC2)cc1OC | 2.7% | 1% | -16% | 3% | 0.8 | ? | 6% | 1% | i
CC(C)(CNC(=O)CCNC(=O)c1ccc(Br)cc1)N1CCOCC1 | -0.9% | 20% | 18% | 1% | -0.1 | 6% | -2% | 1% | i
O=C(N/N=C\c1ccc2c(c1)OCO2)c1ccco1 | 0.0% | 23% | 5% | -3% | -0.3 | ? | 6% | 0% | i
CC1CC(=O)Nc2ccccc2N1C(=O)CN1CCN(c2ccccc2)CC1 (stereo not drawn) | 0.3% | -1% | -6% | 2% | -1.1 | 0% | 2% | -4% | i
CC(C)C[C@@H](CO)N(Cc1ccccc1)S(=O)(=O)N(Cc1ccccc1)[C@H](CO)CC(C)C | -2.2% | -22% | 11µM*! | ? | -0.7 | ? | -13% | 0% | i
COc1ccc(NC(=O)Cn2c(=O)n(-c3ccc(CC(=O)NCc4ccco4)cc3)c(=O)c3ccccc32)cc1 | 0.1% | 18% | 1% | ? | -1.0 | ? | 0% | -4% | i
COC(=O)[C@H](CCSC)NC(=O)NCCc1ccc(F)cc1 | 0.3% | 12% | -17% | -8% | 1.4 | 4% | -4% | -1% | i
O=C(COc1ccc(/C=N/NC(=O)C(=O)N2CCCCC2)cc1)Nc1ccccc1Cl | -0.2%[9.22 µM] | -3% | -7% | 0% | -0.3 | ? | 2% | 1% | i
CCc1ccc(NC(=O)c2cc(C(C)C)on2)cc1 | 2.6% | 19% | 28% | -3% | 0.6 | . | 1% | -1% | .
NC(=O)c1ccc(NC(=O)c2ccccc2S(=O)(=O)c2ccccc2[N+](=O)[O-])cc1 | 17% | 10% | 7% | 9% | 1.2 | -7% | 0% | -1% | i
CCCN1CCC(=O)NC1=S | 0.3% | 7% | 17% | -7% | -0.1 | 13% | 2% | . | i
O=C(NCc1ccccc1)c1ccc(CN2CCOCC2)cc1 | 0.6% | -4% | -5% | 10% | -1.5 | 22% | 6% | 1% | i
O=C(NNc1ccccc1)C(=O)NNS(=O)(=O)c1ccc([N+](=O)[O-])cc1 | 0.6% | 2% | 2% | -15% | -2.1 | 18µM* | 6% | 2% | i
O=C(Nc1ccc(F)cc1)C(=O)c1cn(CC(=O)N2CCOCC2)c2ccccc12 | 0.0% | -3% | -13% | -1% | 1.7 | 8% | 2% | -1% | i
Cc1ccc(C)c(S(=O)(=O)NC(CC(C)C)C(=O)O)c1 (stereo not drawn) | 0.3% | -6% | 3% | 0% | 0.3 | -2% | 12% | -2% | i
CCS(=O)(=O)N1CCC(C(=O)Oc2ccccc2Br)CC1 | 1.6% | -5% | -12% | 3% | 2.9 | 6% | -4% | 1% | i
Cc1ccc(CC(CC(=O)O)C(=O)NCc2ccccc2)cc1 (stereo not drawn) | -0.9% | 3% | 11% | 3% | -3.2 | 2% | 5% | -3% | i
CC(C)C(NS(=O)(=O)c1ccc2c(c1)C(C)(C)C(=O)N2C)C(=O)NCc1ccc(F)cc1 (stereo not drawn) | -0.8% | 8% | 4% | 2% | -5.7 | 5% | 9% | 1% | i
O=C(CCC(=O)c1cccs1)OCC(=O)c1ccccc1 | 3.1% | 13% | -10% | 15% | 0.6 | 15% | 2% | 3% | i
COC(=O)[C@@H](NC(=O)Nc1ccccc1F)C(C)C | -0.7% | -1% | ? | -1% | -1.1 | . | 1% | 1% | .
Cn1ccnc1SCC(=O)N(C1CCCCC1)C1CCCCC1 | -0.1% | -5% | -11% | 0% | -0.8 | -9% | 6% | -1% | i
Cc1ccc(-c2onc3ccc(C(=O)O)cc23)cc1 | -3.0% | 4% | 0% | 0% | -0.1 | ? | 10% | -1% | i
Cc1ccccc1NC(=O)c1[nH]cnc1C(=O)NN | -0.2% | 7% | -4% | 4% | -4.4 | -4% | 0% | -6% | i
COc1ccc(-n2c(C)nc3c(cnn3-c3ccc(F)cc3)c2=O)cc1 | 0.5% | . | -25% | 12% | . | ? | . | . | .
CCCc1cc(NC(=O)CCl)n(-c2ccccc2)n1 | ? | 7% | ? | 7% | 3.3 | 16% | -5% | -3% | i
COC(=O)[C@@]1(C(C)C)N=C(c2cc(OC)c(OC)c(OC)c2)[C@]2(O1)C(=O)N(C)c1ccccc12 | -1.1% | -1% | . | . | 0.3 | . | 6% | . | i
Cc1ccc(CC(=O)Nc2nc3ccccc3s2)cc1 | 2.2% | -6% | -20% | -6% | -0.2 | 20% | -4% | 1% | i
COc1ccc(CN2C(=O)c3cccnc3C2=O)cc1S(=O)(=O)NCc1ccc(C)cc1 | -0.2% | 0% | 6% | -5% | -0.7 | 2% | 0% | 0% | i
COc1cc(C(=O)Nc2ccc(C)c(S(=O)(=O)N(C)C)c2)ccc1OCC(=O)N1CCOCC1 | 0.1% | 4% | 0% | -7% | -2.8 | 6% | 9% | 0% | i
CC1=C(C(=O)Nc2cccc(F)c2)C(c2ccsc2)C2=C(CC(C)(C)CC2=O)N1 (stereo not drawn) | 0.1%[9.22 µM] | -2% | 10µM* | -10% | -0.8 | 16% | -1% | 0% | i

(next part)
structure | Nrf2 activator | EPAC2 antag | TGFb SMAD3 inh | A549 tox | CCT modulator | Nrf2 block | EPAC2 ag | Mm-Cpn inhibitor | pAkt inh
O=C1c2cc(Br)ccc2OC2C=CC=CC12 (stereo not drawn) | ? | 9% | ? | 6% | 0.6 | ? | 1% | 1% | i
Cc1ccc(NC(=O)N2CCCC(c3ccccc3)C2)cc1 (stereo not drawn) | 0.3% | -15% | 3% | -1% | -0.5 | -3% | 16% | 2% | i
COc1ccccc1-n1nnnc1S(=O)(=O)Cc1ccc(Cl)cc1 | ? | -5% | 7.1µM* | -23% | -0.1 | . | 16% | -3% | i
Nc1nc2c3ccccc3nc(C3CC3)n2n1 | 0.0% | -2% | 14% | 4% | -5.4 | -8% | 6% | 2% | i
O=c1nc2n(c3c4c(sc13)CCC4)CCC2 | -0.2% | 3% | -6% | -3% | -2.1 | 6% | 4% | 0% | i
O=C(O)c1ccc2c(c1)C(=O)N(c1ccc(OCc3ccccc3)cc1)C2=O | -0.7% | 22% | -1% | -2% | -1.0 | -16% | 6% | 1% | i
O=C(COc1ccc(/C=N/NC(=O)c2ccncc2)cc1)Nc1ccccc1 | 0.4% | -5% | 8% | -9% | 0.3 | 34% | -1% | 0% | i
CCn1c(=O)ccc2cc([N+](=O)[O-])ccc21 | 1.4% | -2% | -3% | -7% | 0.1 | 1% | -5% | -3% | i
CC(C)CN(C(=O)COC(=O)Cc1c[nH]c2ccccc12)c1c(N)n(Cc2ccccc2)c(=O)[nH]c1=O | 2.8% | 1% | -11% | -16% | 1.2 | ? | -11% | 0% | i
COc1ccccc1CNc1cc(C)ccn1 | -0.4%[9.22 µM] | -2% | -17% | 3% | -2.3 | 3% | 4% | 1% | i
COc1ccc(-c2cc(OC(=O)c3ccccc3C)c3c(C)oc(C)c3c(=O)c2)cc1 | 6.7% | . | 170%[activator] | -14% | . | 6% | . | . | .
O=C(Nc1c(Cl)cc(Cl)cc1C(=O)NCc1cccnc1)c1ccc(Cl)cc1Cl | -0.3% | 3% | -6% | -8% | -4.1 | 7% | -8% | 3% | ?
S=C(NCCN1CCOCC1)Nc1ccc(Cl)cc1 | 0.0% | 4% | 8% | 1% | 0.4 | 13% | -2% | 0% | i
Brc1ccc(OCc2nnc3n2CCC3)cc1 | 0.4% | 4% | -21% | 1% | -15 | -25% | -3% | -3% | i
CC(C)(C)c1ccc(OCc2ccc(C(=O)N3CCOCC3)o2)cc1 | 8.3% | -18% | -3% | -26% | 2.3 | ? | -6% | 0% | i
O=C(C=CC=Cc1ccccc1)c1ccc([N+](=O)[O-])cc1 | 0.1% | 1% | 20% | . | -0.7 | . | 4% | . | i

Structures from the list above containing an aryl methoxy group:
structure | Nrf2 activator | EPAC2 antag | TGFb SMAD3 inh | A549 tox | CCT modulator | Nrf2 block | EPAC2 ag | Mm-Cpn inhibitor | pAkt inh
COc1ccc(/C(N)=N/OC(=O)C2CCCCC2)cc1OC | 2.7% | 1% | -16% | 3% | 0.8 | ? | 6% | 1% | i
COc1ccc(NC(=O)Cn2c(=O)n(-c3ccc(CC(=O)NCc4ccco4)cc3)c(=O)c3ccccc32)cc1 | 0.1% | 18% | 1% | ? | -1.0 | ? | 0% | -4% | i
COc1ccc(-n2c(C)nc3c(cnn3-c3ccc(F)cc3)c2=O)cc1 | 0.5% | . | -25% | 12% | . | ? | . | . | .
COC(=O)[C@@]1(C(C)C)N=C(c2cc(OC)c(OC)c(OC)c2)[C@]2(O1)C(=O)N(C)c1ccccc12 | -1.1% | -1% | . | . | 0.3 | . | 6% | . | i
COc1ccc(CN2C(=O)c3cccnc3C2=O)cc1S(=O)(=O)NCc1ccc(C)cc1 | -0.2% | 0% | 6% | -5% | -0.7 | 2% | 0% | 0% | i
COc1cc(C(=O)Nc2ccc(C)c(S(=O)(=O)N(C)C)c2)ccc1OCC(=O)N1CCOCC1 | 0.1% | 4% | 0% | -7% | -2.8 | 6% | 9% | 0% | i
COc1ccccc1-n1nnnc1S(=O)(=O)Cc1ccc(Cl)cc1 | ? | -5% | 7.1µM* | -23% | -0.1 | . | 16% | -3% | i
COc1ccccc1CNc1cc(C)ccn1 | -0.4%[9.22 µM] | -2% | -17% | 3% | -2.3 | 3% | 4% | 1% | i
COc1ccc(-c2cc(OC(=O)c3ccccc3C)c3c(C)oc(C)c3c(=O)c2)cc1 | 6.7% | . | 170%[activator] | -14% | . | 6% | . | . | .

High-throughput results: PubChem BioAssay, National Center for Advancing Translational Sciences (NCATS)
